# Assay outcomes: PubChem, several laboratories
# GDH-TPI inh = counter-screen for M. tuberculosis FBA inhibitors: GDH-TPI coupled enzymes; GDH-TPI coupled enzyme counterscreen, NADH absorbance; inhibition, % at 4.8 µM; 1.2% of 360,000 active; AID 588335;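 further: 0% = DMSO wells and 100% = wells lacking the enzyme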
# BoNT-A LC inh2 = BoNT A light chain protease inhibition | inhibition, % at 10 µM | multiplex microsphere protease substrate cleavage, flow cytometry | 0.17% of 360,000 active; in the data active means inhibition above about 30%; inconclusive means no clear call, values can overlap the other calls; further: plate controls were buffer without enzyme for full effect and enzyme alone for no effect
# Mtb UGM inh = Mtb UDP-galactopyranose mutase inhibition; purified UGM, fluorescence polarization probe displacement; inhibition, % at 10 µM; 0.06% of 320,000 active; AID 504406; in the data active means inhibition above about 10%, passing the limit was not always enough; inconclusive means no clear call, values can overlap the other calls
# Target sequence (P9WIQ1 whole entry, looked up): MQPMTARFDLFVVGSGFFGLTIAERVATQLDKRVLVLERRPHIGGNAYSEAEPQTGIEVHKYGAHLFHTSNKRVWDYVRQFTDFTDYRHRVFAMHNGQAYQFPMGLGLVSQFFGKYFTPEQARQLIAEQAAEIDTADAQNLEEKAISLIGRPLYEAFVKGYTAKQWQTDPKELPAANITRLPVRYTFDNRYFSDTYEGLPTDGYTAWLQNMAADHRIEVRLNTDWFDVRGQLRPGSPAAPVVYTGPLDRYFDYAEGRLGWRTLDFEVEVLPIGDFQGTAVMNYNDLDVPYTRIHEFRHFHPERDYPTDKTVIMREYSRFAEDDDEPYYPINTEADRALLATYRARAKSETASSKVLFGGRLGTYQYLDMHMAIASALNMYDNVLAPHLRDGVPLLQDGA
# BoNT-F LC inh = blocks Botulinum neurotoxin F light chain protease; inhibition, % at 10 µM; 0.22% of 360,000 active; AID 588497; Multiplex microsphere protease cleavage assay, flow cytometry; in the data active means inhibition above about 35%, passing the limit was not always enough; inconclusive means no clear call, values can overlap the other calls; further: plate controls were buffer without enzyme for full effect and enzyme alone for no effect
# Mtb FBA inh = Mtb fructose-bisphosphate aldolase inhibition | inhibition, % at 1 µM | P9WQA3 | 2.3% of 360,000 active | purified M. tuberculosis FBA, fluorescence read-out; in the data active means inhibition above about 27%;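 further: 0% = vehicle and 100% = reference inhibitor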
# Target sequence (P9WQA3 whole entry, looked up): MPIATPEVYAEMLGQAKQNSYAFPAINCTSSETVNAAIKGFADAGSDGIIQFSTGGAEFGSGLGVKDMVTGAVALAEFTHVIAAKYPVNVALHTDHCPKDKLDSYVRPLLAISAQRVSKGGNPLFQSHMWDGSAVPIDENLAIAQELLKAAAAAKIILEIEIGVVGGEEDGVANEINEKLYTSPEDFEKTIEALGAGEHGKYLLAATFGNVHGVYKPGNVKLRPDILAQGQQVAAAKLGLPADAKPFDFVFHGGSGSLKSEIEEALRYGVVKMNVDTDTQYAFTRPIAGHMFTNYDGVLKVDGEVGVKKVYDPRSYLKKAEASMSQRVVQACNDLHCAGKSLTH
# Mtb BioA inh = inhibitors of Mycobacterium tuberculosis BioA enzyme | purified M. tuberculosis BioA enzyme, plate reader | inhibition, % at 9.99 µM | 0.096% of 360,000 active | AID 602481; in the data active means inhibition above about 40%; inconclusive means no clear call, values can overlap the other calls
# CCHF vOTU inh = blocks the CCHF virus ovarian tumor domain protease; CCHFV vOTU protease, Pep-AMC fluorescence; inhibition, % at 11.5 µM; 0.55% of 370,000 active; AID 651958; further: 0% = vehicle wells with enzyme and 100% = no enzyme wells
# FadD28 binding = blocks FadD28 binding to the bisubstrate probe. fluorescence polarization. AID 588549. inhibition, % at 12.5 µM. 0.22% of 360,000 active; in the data active means inhibition above about 8.5%, passing the limit was not always enough; inconclusive means no clear call, values can overlap the other calls
# PrPC TRFRET = cell surface PrPC inhibition, primary TR-FRET screen. P04156. TR-FRET read-out. inhibition, % at 13.8 µM. 0.43% of 370,000 active; in the data active means inhibition above about 24%; further: 0% = median of the test wells and 100% = reference compound wells
# Starred values were filed as active, the others as inactive; ? = inconclusive; . = no result given. Unless noted, no stated cut-off is given here; in the data, active means inhibition above about 30%; inactive means the rest.
1) CCn1ccnc1CN1CCC(n2nccc2NC(=O)CCc2ccccc2)CC1
2) CS(=O)(=O)N1CCN(c2ccc(NC(=S)NC(=O)c3ccc4c(c3)OCO4)cc2)CC1
3) Cc1c(N2C(=O)CSC2c2ccco2)c(=O)n(-c2ccccc2)n1C (configuration not stated)
4) CCN(C(=O)CSc1nc2ccccc2c(=O)n1CCOC)C1CCS(=O)(=O)C1 (configuration not stated)
5) Cc1cc(NC(=O)CCC(=O)N(c2ccccc2)C(C(=O)NC2CCCC2)c2ccncc2)no1 (configuration not stated)
6) COC(=O)CCCC1=CC2=C(c3ccccc3)C(=O)C(C)(OC(=O)C3CCCC3)C(=O)C2=CN1C1CCCCC1 (configuration not stated)

entry no. | 1 | 2 | 3 | 4 | 5 | 6
GDH-TPI inh | 5 | 4 | 9 | 1 | 4 | 17
BoNT-A LC inh2 | -0.5 | -0.2 | -0.1 | -0.9 | 0.2 | 2.1
Mtb UGM inh | -0.7 | 2.0 | -1.6 | 0.1 | 3.0 | 2.7
BoNT-F LC inh | -4 | -4 | -5 | 6 | -7 | -3
Mtb FBA inh | 1 | 6 | 1 | 0 | -3 | 0
Mtb BioA inh | 0.2 | . | -1.3 | 0.4 | -1.5 | 4.3
CCHF vOTU inh | -1 | -3 | -14 | -6 | 2 | 33*
FadD28 binding | 0.3 | 2.3 | -0.9 | -0.5 | -0.1 | -0.2
PrPC TRFRET | 2 | 8 | 0 | -4 | 8 | -2

# Part of the list above, tab-delimited:
cpd	SMILES	GDH-TPI inh	BoNT-A LC inh2	Mtb UGM inh	BoNT-F LC inh	Mtb FBA inh	Mtb BioA inh	CCHF vOTU inh	FadD28 binding	PrPC TRFRET
3	Cc1c(N2C(=O)CSC2c2ccco2)c(=O)n(-c2ccccc2)n1C (configuration not stated)	9	-0.1	-1.6	-5	1	-1.3	-14	-0.9	0
4	CCN(C(=O)CSc1nc2ccccc2c(=O)n1CCOC)C1CCS(=O)(=O)C1 (configuration not stated)	1	-0.9	0.1	6	0	0.4	-6	-0.5	-4

# Carrying on:
7) C=C(C)COc1ccc(-c2ncncc2-c2ccc(Cl)cc2)c(O)c1
8) O=C(N/N=C/c1c(Cl)cccc1Cl)c1ccc(-n2cnnn2)cc1
9) COc1ccc(OC)c(NC(=O)C2CCN(S(=O)(=O)c3c(C)noc3C)CC2)c1
10) CC(C)C[C@H]1CN(CCCC[C@@H]2CNC(=O)C(=O)N2CCc2ccccc2)C(=O)C(=O)N1Cc1ccccc1
11) O=C1CC(Sc2ncccn2)C(=O)N1c1ccccc1C(F)(F)F (configuration not stated)
12) Cc1cccn2c(=O)c3cc(C(=O)N4c5ccccc5CC4C)n(C)c3nc12 (configuration not stated)

entry no. | 7 | 8 | 9 | 10 | 11 | 12
GDH-TPI inh | 10 | 8 | 8 | . | -7 | 8
BoNT-A LC inh2 | 0.1 | 0.7 | -0.3 | -0.3 | -0.2 | 1.4
Mtb UGM inh | 1.1 | -1.0 | 0.4 | . | 1.7 | 0.5
BoNT-F LC inh | -10 | 5 | 17 | 4 | -3 | 0
Mtb FBA inh | -1 | -2 | -1 | . | 2 | 0
Mtb BioA inh | -1.7 | -1.0 | -1.7 | . | -0.2 | -2.1
CCHF vOTU inh | 4 | 9 | 2 | 9 | -3 | -12
FadD28 binding | -1.7 | -4.3 | -2.2 | . | -2.6 | 0.2
PrPC TRFRET | -3 | -1 | -8 | -3 | -9 | 1

13) COc1cc2nc(CC(C)C)n(NC(=O)c3ccccc3Br)c(=O)c2cc1OC
14) N#CCc1ccc(Oc2ncccn2)cc1
15) Cc1c(OCc2ccc(C(=O)O)cc2)ccc2c(-c3ccccc3)cc(=O)oc12
16) Cc1ccc(C)c(OCCC(=O)OCC(=O)NC2CCS(=O)(=O)C2)c1 (configuration not stated)
17) O=C(CSCCO)Nc1cccc2ccccc12
18) Cc1cc(=O)[nH]c2ccccc12

entry no. | 13 | 14 | 15 | 16 | 17 | 18
GDH-TPI inh | 4 | 1 | 11 | 2 | 0 | -8
BoNT-A LC inh2 | -2.3 | -0.4 | -0.7 | -1.0 | ? | 0.1
Mtb UGM inh | -1.4 | 3.3 | -2.5 | -3.5 | -1.7 | -0.1
BoNT-F LC inh | ? | -22 | -2 | 11 | -4 | 5
Mtb FBA inh | 0 | -3 | 2 | 1 | 1 | -2
Mtb BioA inh | -1.9 | -0.9 | 2.7 | 5.0 | 0.5 | -0.1
CCHF vOTU inh | -14 | -5 | 13 | -1 | 5 | 7
FadD28 binding | 0.0 | -2.1 | -0.7 | -2.8 | 3.3 | -2.6
PrPC TRFRET | 5 | -5 | 2 | 0 | -2 | 2

# Among those listed so far, these contain a Cl atom.
7) C=C(C)COc1ccc(-c2ncncc2-c2ccc(Cl)cc2)c(O)c1
8) O=C(N/N=C/c1c(Cl)cccc1Cl)c1ccc(-n2cnnn2)cc1

entry no. | 7 | 8
GDH-TPI inh | 10 | 8
BoNT-A LC inh2 | 0.1 | 0.7
Mtb UGM inh | 1.1 | -1.0
BoNT-F LC inh | -10 | 5
Mtb FBA inh | -1 | -2
Mtb BioA inh | -1.7 | -1.0
CCHF vOTU inh | 4 | 9
FadD28 binding | -1.7 | -4.3
PrPC TRFRET | -3 | -1

# Other results
19) CN1CCN(NC(=O)NC2CCCCC2)CC1
20) COc1ccc(NC(=O)c2ccc3c(c2)C(=O)N(CC2CCCO2)C3=O)c(OC)c1 (configuration not stated)
21) CCN1C(=O)C(CC(=O)Nc2c(C)cccc2C)SC1=Nc1ccc(S(N)(=O)=O)cc1 (configuration not stated)
22) COc1cc2cnc(-c3ccsc3)cc2cc1OC
23) COc1ccc(S(=O)(=O)N(C)CC(=O)NCc2ccccc2)cc1OC
24) Cc1ccc(-c2csc(=S)[nH]2)cc1

entry no. | 19 | 20 | 21 | 22 | 23 | 24
GDH-TPI inh | 4 | 5 | 0 | 6 | 2 | 1
BoNT-A LC inh2 | -1.1 | -1.0 | -0.7 | -0.3 | -1.3 | -0.9
Mtb UGM inh | -0.6 | 2.3 | 2.0 | -1.8 | 3.3 | -0.8
BoNT-F LC inh | 2 | -8 | -35 | 1 | -10 | 1
Mtb FBA inh | 6 | 4 | 0 | 5 | 6 | 1
Mtb BioA inh | -0.7 | -1.6 | 2.9 | -2.1 | -0.6 | .
CCHF vOTU inh | 23 | -2 | 5 | 4 | -12 | 14
FadD28 binding | -1.3 | -1.5 | -4.4 | -5.7 | -0.3 | 0.4
PrPC TRFRET | 4 | -1 | -1 | -6 | 3 | 1

# Quoted from the listing.
# `CN1CCN(NC(=O)NC2CCCCC2)CC1` | PrPC TRFRET = 4
# `COc1ccc(OC)c(NC(=O)C2CCN(S(=O)(=O)c3c(C)noc3C)CC2)c1` | FadD28 binding = -2.2
# `Cc1c(N2C(=O)CSC2c2ccco2)c(=O)n(-c2ccccc2)n1C` (configuration not stated) | BoNT-F LC inh = -5
# `COc1cc2nc(CC(C)C)n(NC(=O)c3ccccc3Br)c(=O)c2cc1OC` | BoNT-A LC inh2 = -2.3
# `O=C(CSCCO)Nc1cccc2ccccc12` | Mtb FBA inh = 1
# `CC(C)C[C@H]1CN(CCCC[C@@H]2CNC(=O)C(=O)N2CCc2ccccc2)C(=O)C(=O)N1Cc1ccccc1` | PrPC TRFRET = -3
# `Cc1c(OCc2ccc(C(=O)O)cc2)ccc2c(-c3ccccc3)cc(=O)oc12` | FadD28 binding = -0.7

# Continuation:
25) COc1ccc(S(=O)(=O)Nc2cc3c4c(c2)CC(=O)N4CCC3)cc1
26) COc1ccc(NC(=O)Cn2nnc(-c3ccccc3NC(=O)c3ccco3)n2)cc1
27) Cc1ccccc1OCC(=O)OCC(=O)c1ccc[nH]1
28) COc1ccc(C(=O)CSc2nnc(CN3CCCCC3)n2-c2ccc(F)cc2)cc1

entry no. | 25 | 26 | 27 | 28
GDH-TPI inh | -8 | -7 | 3 | 6
BoNT-A LC inh2 | 3.5 | 0.3 | 1.1 | -0.2
Mtb UGM inh | 1.0 | 2.1 | 3.1 | -0.2
BoNT-F LC inh | -9 | -6 | -14 | 7
Mtb FBA inh | -5 | 1 | 1 | -5
Mtb BioA inh | 0.0 | -1.1 | 0.8 | .
CCHF vOTU inh | 2 | 8 | 14 | 4
FadD28 binding | -4.7 | -2.5 | -0.9 | -1.9
PrPC TRFRET | -3 | -20 | 13 | -7
